Assay outcomes as filed in PubChem.
NTR1 agonist = NTR1-driven beta-arrestin-GFP spot formation – imaging, U2OS cells, high content, primary screen (AID 493036). P30989. activation, % at 20 µM. actives 0.17% (n = 330,000). agonist mode;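 active means activation at or above 40% of the spot to cytoplasm intensity ratio, with at least 20 cells analyzed; inconclusive means wells under 20 cells, flagged as cytotoxic or low count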;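 further: 0% = DMSO without peptide and 100% = 100 nM NTR1 peptide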
Target sequence (P30989 whole entry, looked up): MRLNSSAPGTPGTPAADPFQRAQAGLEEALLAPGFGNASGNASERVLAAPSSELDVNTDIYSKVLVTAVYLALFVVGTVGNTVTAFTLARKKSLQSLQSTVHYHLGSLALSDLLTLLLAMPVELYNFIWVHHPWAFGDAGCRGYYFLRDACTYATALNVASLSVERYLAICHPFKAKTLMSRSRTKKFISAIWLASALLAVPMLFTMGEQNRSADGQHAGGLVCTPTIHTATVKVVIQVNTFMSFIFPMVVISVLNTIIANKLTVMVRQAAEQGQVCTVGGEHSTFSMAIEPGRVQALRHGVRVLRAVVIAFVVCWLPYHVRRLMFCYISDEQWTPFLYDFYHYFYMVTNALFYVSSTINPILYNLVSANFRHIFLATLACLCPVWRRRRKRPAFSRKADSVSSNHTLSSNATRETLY
Large T inhibition = TAg ATPase/helicase activity blockers – biochemical (AID 1903). actives 0.39% (n = 310,000). inhibition, % at 20 µM; hits with a dose series show IC50 in µM. SV40 large T antigen ATPase/helicase inhibition assay; higher % means a stronger effect; in the data active means a potency from the dose series; inconclusive means inhibition mostly from about 32% at the one dose, without a potency; inactive means the rest, 99 in 100 with inhibition below about 32%; further: strong numbers were not always called active
K1F lysis inhibition = inhibition of K1F phage lysis, E. coli UTI89, bacterial capsule biogenesis inhibitors, alamar blue (AID 488966); E. coli UTI89 K1F phage lysis, alamar blue, 2 h; higher % means a stronger effect; one-dose inhibition, % at 100 µM; IC50 in µM for titrated hits; actives 0.02% (n = 340,000);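 active means phage lysis inhibition, versus mean bacterial control, above a set limit; inconclusive means no clear call, values can overlap the other calls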;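 further: capsule biogenesis inhibitors block K1F phage lysis so surviving cells raise fluorescence; higher fluorescence means more inhibition of phage lysis; actives were called in the ten point dose series up to 300 µM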
Rac1 GTP hydrolysis = MgcRacGAP GTPase-activating activity inhibitors, confirmation, biochemical, ADP Hunter fluorescence; MgcRacGAP-stimulated Rac1 GTP hydrolysis, ADP Hunter fluorescence; higher % means a stronger effect; GST-tagged Rac1 F28L mutant substrate; inhibition, % at 30 µM, or IC50 in µM where a hit was titrated; actives 0.6% (n = 340,000); AID 624330;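 active means first-screen hits whose inhibition reached a set limit at any dose in the follow-up dose series; inconclusive means inhibition above the set first-screen limit but never retested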;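 further: fluorescence reports GDP produced by GAP-driven GTP hydrolysis; strong numbers were not always called active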
PhoP inhibition = PhoP-dependent GFP reporter repression – Salmonella Typhimurium, primary screen (AID 1863) | S. Typhimurium PhoP-regulated promoter GFP reporter, 4 h; higher % means a stronger effect | one-dose inhibition, % at 50 µM; IC50 in µM for titrated hits | actives 0.16% (n = 300,000);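 active means inhibition over 29.93%, a cutoff 3 SD above the screen mean, later confirmed by dose response; inconclusive means inhibition over 29.93% but no dose response follow-up; inactive means inhibition at most 29.93% or unconfirmed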;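 further: 0% = low Mg2+ inducing control and 100% = high Mg2+ repressing control; strong numbers were not always called active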
West Nile virus CPE = West Nile virus antiviral activity, cell-based, CPE readout (AID 1621). one-dose CPE inhibition, % at 10 µM; IC50 in µM for titrated hits. West Nile virus-infected cells, CPE inhibition; higher % means a stronger effect. actives 0.02% (n = 290,000); in the data active means a potency from the dose series; inconclusive means CPE inhibition mostly from about 3.7% at the one dose, without a potency; inactive means the rest, 99 in 100 with CPE inhibition below about 2.2%; further: strong numbers were not always called active
T cell modulator = T cell immune modulation candidate; 2C CD8+ T cell-vesicle binding, flow cytometry; hits give low values; actives 0.068% (n = 330,000); AID 2052; calls only at 7 µM;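 active means response, share of CD8 T cells binding vesicles, and their 90th percentile fluorescence all below set limits, cut at about 80% in these data, passing the limit was not always enough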
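incubation = binding step 1.5 h, 37 °C, antibody labelling 20 min, ice | test system = 2C mouse CD8+ T cells | read-out basis = percent CD8+ FL2 mean versus row control | controls = Peptide-free naked vesicles (low) and QL9 vesicles with 0.7% DMSO vehicle (high) | detection = flow cytometry of vesicle-bound cells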
Dengue-2 NS5 capping = Dengue-2 NS5 methyltransferase inhibitors, primary screen, biochemical, confirmation dose response (AID 588689); Dengue-2 NS5 methyltransferase capping enzyme assay, biochemical; higher % means a stronger effect; one-dose inhibition, % at 25 µM; IC50 in µM for titrated hits; actives 0.3% (n = 340,000); in the data active means a potency from the dose series; inconclusive means inhibition above about 29% without an active follow-up result
RSV antiviral HEp-2 = RSV antiviral activity via CPE protection, HEp-2 cells, primary 10 µM value included (AID 2391); HEp-2 cells, RSV-induced CPE inhibition; higher % means a stronger effect; CPE inhibition, % at 10 µM, or IC50 in µM where a hit was titrated; actives 0.13% (n = 310,000); in the data active means a potency from the dose series; inconclusive means CPE inhibition mostly from about 23% at the one dose, without a potency; inactive means the rest, 99 in 100 with CPE inhibition below about 21%; further: strong numbers were not always called active
T cell modulator vesicle-bound % = further read-out of T cell modulator, marked with its call; double positive events, %; measured here: CD8+ vesicle-bound cell fraction;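 binding gate set so that unloaded-vesicle control wells show 10% double positive cells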
NTR1 agonist cell count 20 µM = second read-out of NTR1 agonist, no call of its own (marks repeat the call); cell count; measured here: cell count, cytotoxicity flag
* = called active by the depositor; i = inactive; ? = inconclusive; . = not tested or not shown; [ ] = another dose, or the depositor's remark.

Preview (2 entries):
SMILES	NTR1 agonist	NTR1 agonist cell count 20 µM	Large T inhibition	K1F lysis inhibition	Rac1 GTP hydrolysis	PhoP inhibition	West Nile virus CPE	T cell modulator	T cell modulator vesicle-bound %	Dengue-2 NS5 capping	RSV antiviral HEp-2
c1ccc2c(c1)nnn2-c1ncnc2sccc12	-0.5	47	3.2%	0.2%	2.4%	6.4%	-0.6%	i	36.1	-9.0%	55.7%
Cc1cc(/C=C(\C#N)C(=O)OCC(=O)Nc2ccc(OC(F)F)cc2)c(C)n1CC(C)C	8.4	66	22.2%	2.0%	5.2%	13.2%	-0.1%	i	46.3	-2.6%	14.1%

The list itself (from the top)
SMILES	NTR1 agonist	NTR1 agonist cell count 20 µM	Large T inhibition	K1F lysis inhibition	Rac1 GTP hydrolysis	PhoP inhibition	West Nile virus CPE	T cell modulator	T cell modulator vesicle-bound %	Dengue-2 NS5 capping	RSV antiviral HEp-2
c1ccc2c(c1)nnn2-c1ncnc2sccc12	-0.5	47	3.2%	0.2%	2.4%	6.4%	-0.6%	i	36.1	-9.0%	55.7%
Cc1cc(/C=C(\C#N)C(=O)OCC(=O)Nc2ccc(OC(F)F)cc2)c(C)n1CC(C)C	8.4	66	22.2%	2.0%	5.2%	13.2%	-0.1%	i	46.3	-2.6%	14.1%
O=C(O)c1ccc(S(=O)(=O)N2CCC3(CC2)CC(=O)c2ccccc2O3)cc1	-0.5	64	11.5%	0.5%[50 µM]	2.8%	-1.4%	.	i	25.9	-10.9%	0.2%
Cc1cc(S(=O)(=O)N(Cc2ccccc2)Cc2ccc(N(C)C)cc2)ccc1-n1cnnn1	0.1	53	0.6%	0.7%	0.1%	6.5%	0.3%	i	10.2	-2.1%	1.9%
COc1ccc(C(=O)N2CCc3c([nH]c4ccccc34)C2C(F)(F)F)cc1 (centres undefined)	-0.6	53	4.7%	-1.2%	-13.4%	-9.7%	-0.8%	i	23.3	-0.8%	.
COC(=O)c1sc2nc(C)cc(-c3ccccc3)c2c1N	2.3	37	10.3%	3.8%	14.2%	-4.1%	-0.3%	i	26.6	-5.8%	0.4%
COc1ccc(N=Cc2c(O)[nH]c3ccccc23)cc1OC	6.2	80	0.7%	-0.1%	10.1%	8.5%	-0.3%	i	45.4	1.3%	-0.2%
COCCN(C(=S)Nc1c(C)cccc1C)C(C)c1ccco1 (centres undefined)	0.2	52	25.1%	-0.2%	3.6%	-8.5%	-0.3%	i	41.4	-5.8%	1.0%
Cc1c(C(=O)n2cnc3ccccc32)cccc1[N+](=O)[O-]	0.6	90	9.7%	0.0%	10.2%	.	0.3%	i	22.1	-5.9%	0.6%
c1ccc(-c2csc(N3CCc4ccccc4C3)n2)cc1	-0.2	53	-0.2%	-1.6%	0.8%	4.9%	0.3%	i	50.1	-6.4%	3.9%
COc1ccc2oc(C(=O)N(C)CCOc3ccc(Cl)cc3)c(C)c2c1	1.6	97	8.6%	-0.4%	8.3%	-2.2%	0.1%	i	51.1	-6.7%	?
Cc1noc(C)c1COc1ccc(C(=O)N2CCN(c3cccc(Cl)c3)CC2)cc1	-0.1	37	.	-0.3%[50 µM]	-1.3%	.	.	.	.	1.4%	.
COc1ccc(OC[C@@H](O)CNC(=O)c2cccc3c2C(=O)c2ccc(-c4ccc(F)cc4OCc4ccccc4)cc2S3(=O)=O)cc1	0.0	64	.	-0.3%	6.2%	.	.	i	20.3	0.0%	.
O=C(OCC(=O)N1CCCC1)c1ccc(S(=O)(=O)Nc2ccccc2)cc1	2.5	48	3.8%	0.4%	8.0%	6.7%	0.5%	i	19.0	-1.5%	-1.7%
COC(=O)c1ccccc1NC(=S)NC(=O)C1CCCCC1	0.8	69	4.2%	0.1%	1.2%	1.8%	-0.6%	i	49.1	-2.9%	3.7%
COc1ccc(-n2c3c(cc(C(=O)N4CCCCC4)c2=O)C(=O)CC(C)(C)C3)cc1	0.8	60	4.1%	0.4%	0.9%	-8.7%	-0.3%	i	5.2	-7.7%	0.0%
O=C(Oc1ccccc1C(=S)N1CCCCC1)c1cc([N+](=O)[O-])cc([N+](=O)[O-])c1	0.8	41	8.3%	0.1%	13.1%	1.2%	0.2%	i	28.2	13.7%	1.2%
Cc1ccc(C(=O)Nc2c3c(nn2C(C)(C)C)CS(=O)(=O)C3)cc1[N+](=O)[O-]	3.1	40	4.8%	-1.1%	-3.2%	0.8%	0.4%	i	18.1	3.6%	1.6%
CCOC(=O)/C=C/C(=O)OCC(=O)NCc1ccccc1	-1.6	97	77.0%	1.0%	3.6%	5.6%	1.0%	i	27.5	-29.2%	4.2%
O=C1CCC(C(=O)N2CCCC2)CN1CCc1cccc(F)c1 (centres undefined)	-0.8	53	-24.7%	5.0%	2.4%	-1.9%	-0.4%	i	5.0	-3.6%	1.6%
Cc1ccc(Cl)c(OC(=O)Cn2cnc3c2c(=O)n(C)c(=O)n3C)c1	0.5	41	3.7%	-0.1%	7.1%	-7.1%	0.6%	i	39.9	-13.6%	1.7%
NS(=O)(=O)c1ccc(NC(=O)CSc2nc3ccccc3[nH]2)cc1	2.0	46	5.1%	-0.7%	-6.8%	4.6%	0.0%	i	45.4	-10.3%	2.2%
O=C(Nc1ccc(F)cc1F)N1CCN(C(=O)c2ccco2)CC1	1.5	55	5.4%	0.1%	4.4%	-3.0%	0.0%	i	14.4	-1.9%	3.6%
CCOc1cccc(/C=N/NC(=S)Nc2ccccc2[N+](=O)[O-])c1O	9.8	70	25.8%	0.1%	11.1%	10.2%	-1.2%	i	47.3	-14.4%	1.4%
CCN(CC(=O)Nc1ccc(NC(C)=O)cc1)C(=O)c1ccc(N2CCCC2)c([N+](=O)[O-])c1	-1.5	61	.	1.1%[50 µM]	2.8%	.	.	.	.	1.5%	.

Further records
SMILES	NTR1 agonist	NTR1 agonist cell count 20 µM	Large T inhibition	K1F lysis inhibition	Rac1 GTP hydrolysis	PhoP inhibition	West Nile virus CPE	T cell modulator	T cell modulator vesicle-bound %	Dengue-2 NS5 capping	RSV antiviral HEp-2
O=C(N/N=C/c1cccnc1)c1cc(-c2ccc(Cl)cc2)nc2ccccc12	2.9	49	7.7%	0.5%	5.9%	.	.	i	17.4	1.5%	1.6%
Cc1nn(CC(O)CN2c3ccccc3Sc3ccccc32)c(C)c1Br (centres undefined)	17.4	49	11.1%	-0.3%	7.3%	0.1%	-0.5%	i	57.1	3.4%	9.2%
CCCCOc1c(Cl)cc(C(=O)N(C)CC(=O)Nc2ccc(N3CCOCC3)cc2)cc1OCC	1.2	58	10.0%	0.3%	7.8%	0.4%	-1.2%	i	22.9	1.6%	1.9%
COc1ccc(N(CC(=O)NC(C)(C)C)C(=O)c2ccco2)cc1	-0.9	80	8.6%	0.2%	2.1%	-4.3%	-0.6%	i	56.7	0.6%	0.7%
Cc1cc(N2CC(=O)N(CCc3ccccc3)C(=O)C2)n2ncnc2n1	0.1	71	2.9%	1.9%	3.1%	3.4%	0.1%	i	38.7	1.3%	-0.3%
COc1ccc(C(=O)Nc2ccccc2C(=O)NCC2CCCO2)cc1 (centres undefined)	2.0	80	6.8%	0.0%	6.5%	-6.3%	-0.8%	i	64.1	-12.2%	1.9%
Cc1cccc(OCCCC(=O)Nc2ccc(N3CCOCC3)cc2)c1	1.8	59	13.8%	-0.2%[50 µM]	7.1%	-3.0%	0.1%	i	20.5	1.0%	2.9%
Cc1cc(NC(=O)CSc2nnnn2-c2ccccc2F)no1	3.6	39	7.1%	0.6%	6.5%	4.6%	0.6%	i	43.8	-5.7%	1.1%
CCOC(=O)C1=C(CC)Nc2ccccc2N=C1NC(=O)c1cc(S(=O)(=O)N(C)C)ccc1Cl	-0.1	37	5.9%	1.2%	8.7%	6.7%	0.7%	i	58.3	-1.6%	-1.0%
CC(Sc1ccc(Cl)cc1)C(=O)NCC1CCCO1 (centres undefined)	1.1	61	3.8%	0.1%	1.5%	8.1%	1.2%	i	21.7	-1.4%	1.3%
O=C(OCCOc1ccccc1)c1cc(S(=O)(=O)N2CCOCC2)ccc1Cl	-0.6	79	.	1.8%[50 µM]	1.2%	.	.	i	25.5	-5.1%	1.0%
CCOC(=O)CN(C)C(=O)CCc1nnc(-c2ccsc2)o1	3.9	34	22.3%	0.1%	4.3%	0.8%	0.1%	i	23.6	-9.3%	2.6%
CC(C)OC(=O)c1c(NC(=O)c2cnn3c2NC(c2ccccc2)CC3C(F)F)sc2c1CCCC2 (centres undefined)	0.8	83	1.1%	.	.	2.2%	.	i	37.6	.	3.2%
CCc1ccc(CN(C)C(=O)C2CCC(=O)N(CC3CCCCC3)C2)cc1 (centres undefined)	0.7	68	3.6%	-0.4%	1.7%	5.0%	-1.3%	i	60.0	-3.9%	1.2%
CC(C)(C)c1ccc(S(=O)(=O)Nc2ccc(Cc3ccncc3)cc2)cc1	25.0	65	7.2%	0.5%[50 µM]	8.7%	-0.9%	-2.0%	i	2.1	-3.3%	17.2%
CCc1nc2ccccc2c(C(=O)OCC(=O)NC2CCCC2)c1C	2.8	62	.	-1.4%	-3.6%	.	.	i	37.6	-4.7%	.
Cc1cc(NC(=O)COC(=O)c2ccc(F)c(S(=O)(=O)N3CCOCC3)c2)no1	-1.3	80	-4.7%	0.5%	8.3%	10.0%	0.2%	i	42.9	-5.5%	2.0%
OC(COc1ccccc1)CN1C2=NCCCN2c2ccccc21 (centres undefined)	-0.3	64	2.1%	5.5%	7.2%	0.4%	0.0%	i	43.1	-2.1%	1.6%
CN(C(=O)c1ccc(NC(=O)Cc2ccc(NC(=O)C3CCCN(C(=O)CCc4ccccc4)C3)cc2)cc1)C1CC1 (centres undefined)	0.2	59	.	2.2%	4.5%	.	.	i	32.1	-5.0%	3.3%
O=C(NN1CCN(Cc2ccccc2)CC1)c1ccc(N2CCOCC2)c([N+](=O)[O-])c1	-2.3	37	4.9%	-0.3%	5.5%	8.7%	-0.9%	i	51.4	-3.1%	-0.7%
COc1ccccc1-c1c(-c2ccc(OCC(=O)NN)cc2O)n[nH]c1C(F)(F)F	7.6	46	5.8%	1.9%	6.0%	2.7%	-0.7%	i	39.2	-6.9%	4.5%
CCOC(=O)C1CCN(CCC(=O)Nc2ccccc2Cl)CC1	0.3	96	4.6%	-1.0%	1.1%	2.2%	-0.1%	i	35.5	-12.9%	1.4%
COc1ccc(C(=O)OCCCOC(=O)c2ccc(OC)cc2OC)c(OC)c1	0.1	66	6.7%	-0.3%	8.4%	-0.1%	-0.7%	i	65.2	-1.3%	1.2%
